GPR151 ag: activators of human GPR151, primary screen, cell-based, PathHunter beta-arrestin, luminescence; G-protein coupled receptor 151 (Homo sapiens), Q8TDV0; PathHunter beta-arrestin GPR151 cells; activation, % at 11.2 µM; 650,000 tested, 1% active; AID 1508602, 2020; in the data active = activation above about 4.9%;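 note: 0% = median of compound wells and 100% = cells with positive control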
Numbers without * were called inactive. The list is partial, so the mix of outcomes need not match the whole.

CO[C@@H](C(=O)N1Cc2[nH]nc(NC(=O)c3ccc(N4CCN(C)CC4)cc3)c2C1)c1ccccc1 was read as GPR151 ag -0.4.
